VEEV TC-83 Vero – inhibitors of VEEV TC-83 cytopathic effect, confirmation, Vero cells (AID 588727); Vero cells, VEEV TC-83 cytopathic effect inhibition; higher % means a stronger effect; inhibition, % at 20 µM, or IC50 in µM where a hit was titrated; 350,000 compounds, 0.13% hits; in the data active = a potency from the dose series; inconclusive = inhibition mostly from about 14% at the one dose, without a potency; inactive = the rest, 99 in 100 with inhibition below about 12%; note: strong numbers were not always called active
M. tuberculosis – growth inhibition of non-replicating M. tuberculosis (AID 488890); Mycobacterium tuberculosis non-replicating, growth inhibition; higher % means a stronger effect; inhibition, % at 25 µM; hits with a dose series show IC50 in µM; 320,000 compounds, 0.39% hits; in the data active = a potency from the dose series; inconclusive = inhibition mostly from about 82% at the one dose, without a potency; inactive = the rest, 99 in 100 with inhibition below about 76%;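 note: plate controls were DMSO cells for no effect and high antibiotic wells for full effect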
H1N1 NS1A inhibition – H1N1 influenza NS1A inhibitors, functional cell based assay (AID 504329); NS1A functional cell-based assay, percent inhibition; higher % means a stronger effect; 340,000 compounds, 0.3% hits; inhibition, % at 12.5 µM, or IC50 in µM where a hit was titrated; in the data active = a potency from the dose series; inconclusive = inhibition above about 27% without an active follow-up result; note: strong numbers were not always called active
Salmonella PhoP GFP – PhoP regulon inhibitors, Salmonella typhi PhoP promoter GFP reporter, confirmatory (AID 1850) | Salmonella Typhi PhoP-promoter GFP reporter, fluorescence, 4 h; higher % means a stronger effect | one-dose inhibition, % at 50 µM; IC50 in µM for titrated hits | 310,000 compounds, 0.33% hits; in the data active = a potency from the dose series; inconclusive = inhibition mostly from about 25% at the one dose, without a potency; inactive = the rest, 99 in 100 with inhibition below about 19%;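 note: 0% = induced wells with vehicle and 100% = uninduced wells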
M. tuberculosis HTS – M. tuberculosis growth inhibition, HTS (AID 449762). M. tuberculosis H37Rv growth inhibition, 7H9 media; higher % means a stronger effect. inhibition, % at 25 µM; hits with a dose series show IC50 in µM. 330,000 compounds, 0.59% hits; in the data active = a potency from the dose series; inconclusive = inhibition above about 70% without an active follow-up result;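 note: bacterial growth assessed after seven days of incubation; strong numbers were not always called active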
VEEV TC-83 Vero 10K pilot screen – second read-out of VEEV TC-83 Vero, no call of its own (marks repeat the call); inhibition, %; measured here: 10K pilot screen inhibition
Numbers without * were called inactive; i = inactive; ? = inconclusive; nt = not tested or not shown.

SMILES	VEEV TC-83 Vero	M. tuberculosis	H1N1 NS1A inhibition	Salmonella PhoP GFP	M. tuberculosis HTS	others
O=C(CC(C(=O)N1CCc2ccccc21)n1ccnc1)N1CCc2ccccc2C1 (centres undefined)	i	53%	-5%	5%	-9%
CC[N+]12CCC(CC1)C(=C(c1ccccc1)c1ccccc1)C2	0.2%	-11%	1%	7%	0%
Cc1nnc(NC(=O)C2CCN(S(=O)(=O)c3ccc(F)c(F)c3)CC2)o1	1.3%	62%	-16%	nt	3%
CC12/C(=N/O)C3C4CC5C3/C(=N/O)C1C5C42 (centres undefined)	0.3%	-3%	3%	-9%	-5%
COc1ccc(S(N)(=O)=O)cc1C(=O)NNC(=O)C1COc2ccccc2O1 (centres undefined)	0.2%	2%	7%	nt	5%
CN(C)NC1CCS(=O)(=O)C1 (centres undefined)	0.9%	-3%	5%	-3%	-14%
CCCc1nnc(NC(=O)Cn2c(=O)oc3ccccc32)s1	0.6%	-7%	-4%	-6%	-7%	VEEV TC-83 Vero 10K pilot screen=0.3
COc1ccc(C[C@H]2CN3C(=NC[C@@H]3Cc3ccc(O)cc3)N2CCNC(=O)c2ccc(C)c(Br)c2)cc1	i	?	13%	-8%	?
Nc1nc(N)c2cc([N+](=O)[O-])ccc2n1	1.3%	nt	-2%	nt	nt
O=C(COc1cc2oc(=O)c3c(c2cc1Cl)CCCC3)N1C[C@H]2C[C@@H](C1)c1cccc(=O)n1C2	3.8%	5%	-1%	4%	-12%
COc1cc(OC)cc(C(=O)NCCC(=O)NCCc2ccc(OC)c(OC)c2)c1	1.2%	5%	7%	-4%	5%
Cc1ccc(C)c(NC(=O)C2=CCN(S(=O)(=O)c3ccc(F)cc3)CC2)c1	0.4%	nt	-1%	-8%	-4%
COc1ccc(CCN2Cc3c(cccc3[N+](=O)[O-])C2=O)cc1OC	1.6%	8%	-5%	-3%	-5%
CN1CCN(CC(=O)Nc2cc(N3CCOCC3)ccc2[N+](=O)[O-])CC1	0.3%	35%	11%	3%	10%
COCCNC(=O)[C@@]1(C)C=C[C@@H](Cc2ccccc2)N1C(=O)c1ccccc1	0.4%	-4%	-8%	-36%	11%
C=CC[C@@H](CC(=O)N(CCO)Cc1ccccc1)C(=O)N[C@@H](C)COC(=O)[C@@H](CC=C)Cc1ccc(F)cc1	0.7%	28%	-4%	nt	2%
COc1ccccc1NC(=O)[C@@H]1CCCN1S(=O)(=O)c1ccc(Cl)cc1	2.1%	28%	-5%	nt	2%
CCc1ccc(C(=O)CN2C(=O)NC(C)(CCc3ccccc3)C2=O)cc1 (centres undefined)	i	15%	0%	3%	6%	VEEV TC-83 Vero 10K pilot screen=2.2
O=C(/C=C/c1ccccc1)Nc1ccc(C(=O)N2CCCCC2)cc1	0.1%	50%	4%	-4%	1%
O=C(CCC(=O)n1ncc2ccccc21)NCc1ccccc1Cl	0.2%	6%	36%	-3%	-5%
CCC1=NN(C(=O)c2ccc([N+](=O)[O-])cc2)C(O)(c2ccccc2)C1 (centres undefined)	1.3%	?	2%	-1%	6%
Cc1ccc(NC(=O)CC2NCCNC2=O)cc1Cl (centres undefined)	0.1%	9%	3%	2%	2%
COc1ccc(NC(=O)N2CCCC(C(=O)Nc3cccc(C)c3C)C2)cc1 (centres undefined)	2.1%	3%	1%	-7%	3%
COCCCN(C(=O)Cc1coc2cc(C)c(C)cc12)c1c(N)n(Cc2ccccc2)c(=O)[nH]c1=O	3.0%	17%	1%	-3%	-2%
COc1ccc(C(=O)CN2C(=O)c3ccccc3S2(=O)=O)cc1	5.6%	-8%	nt	16%	-3%

Molecules above that contain a nitro group on carbon, in the order listed:
SMILES	VEEV TC-83 Vero	M. tuberculosis	H1N1 NS1A inhibition	Salmonella PhoP GFP	M. tuberculosis HTS	others
Nc1nc(N)c2cc([N+](=O)[O-])ccc2n1	1.3%	nt	-2%	nt	nt
COc1ccc(CCN2Cc3c(cccc3[N+](=O)[O-])C2=O)cc1OC	1.6%	8%	-5%	-3%	-5%
CN1CCN(CC(=O)Nc2cc(N3CCOCC3)ccc2[N+](=O)[O-])CC1	0.3%	35%	11%	3%	10%
CCC1=NN(C(=O)c2ccc([N+](=O)[O-])cc2)C(O)(c2ccccc2)C1 (centres undefined)	1.3%	?	2%	-1%	6%

(list continues)
SMILES	VEEV TC-83 Vero	M. tuberculosis	H1N1 NS1A inhibition	Salmonella PhoP GFP	M. tuberculosis HTS	others
Cc1noc(C)c1CSc1nnc(-c2ccccc2)n1Cc1ccco1	3.8%	30%	0%	-3%	-9%
Cc1csc(NC(=O)CSc2nc3nc(C)cc(C)n3n2)n1	i	-3%	-5%	nt	-2%
O=C(NNC1CC(=O)N(c2ccccc2)C1=O)c1ccc(COc2ccccc2Cl)o1 (centres undefined)	0.2%	3%	3%	0%	3%
CCOC(=O)c1c(NC(=O)CSc2nncs2)sc(C)c1C	2.5%	-8%	-2%	-1%	2%
COc1cc(C(=O)Nc2ccc3c(c2)OCO3)ccc1-n1cnnn1	4.8%	-11%	-4%	-6%	1%
CCOC(=O)c1sc(-c2ccccc2)cc1NC(=O)c1ccc(S(=O)(=O)N(CCOC)CCOC)cc1	0.7%	3%	-3%	-3%	2%
CCOC(=O)C1=C(CS(=O)(=O)c2ccc(F)cc2)NC(=O)NC1c1cc(OC)c(O)c(OC)c1 (centres undefined)	0.1%	6%	-6%	6%	-7%
Cc1cc(OC(C)C(=O)NCC(O)c2ccccc2)c2c(C)cc(=O)oc2c1 (centres undefined)	0.7%	-5%	6%	5%	1%
CNC(=O)C1CC(=O)N(c2ccc(OCC(=O)Nc3ccc(OC)cc3)cc2)C1 (centres undefined)	2.8%	-5%	1%	nt	-5%
Nn1c(Cc2ccccc2)nc2ccccc2c1=O	0.2%	11%	7%	2%	3%
O=C1Nc2ccccc2C1=Nc1ccc(Br)cc1	0.1%	5%	-13%	0%	1%
COc1ccccc1NC(=O)CSc1nc2ccccc2c(=O)n1CCNC(C)=O	2.5%	11%	-2%	-6%	11%
COC(=O)C1=C(c2cccc(OCc3ccccc3)c2)C[C@@H]2CC[C@H]1N2C(=O)NCCc1ccc(F)cc1	1.3%	8%	6%	nt	-13%
CC(C)(C)n1nc2c(c1NC(=O)Cc1ccccc1)CS(=O)(=O)C2	0.2%	-2%	-7%	-2%	-6%
CC(C(N)=O)N1CC(c2ccc(Cl)cc2)CC1=O (centres undefined)	9.8%	-7%	3%	-7%	1%
c1ccc(CCCc2nc(-c3cccnc3)no2)cc1	i	52%	-5%	-3%	9%
CCc1c(C2(O)CCCCC2)[nH]c2ccc(C#N)cc12	0.5%	14%	-1%	4%	5%
Cc1ccc(S(=O)(=O)c2nnn3c2nc(NC2CCN(Cc4ccccc4)CC2)c2ccccc23)cc1C	7.4%	4%	-3%	-3%	?
CCCC[N+](CC#Cc1ccccc1)(CCCC)CCCS(=O)(=O)[O-]	0.6%	-3%	-13%	7%	-10%
Cc1cccc(NC(=O)c2ccc(S(=O)(=O)N3CCC(C)CC3)cc2)n1	2.3%	30%	0%	-11%	4%
O=S(=O)(c1ccc(F)cc1)N1CCN(CC(O)COc2ccccc2F)CC1 (centres undefined)	0.4%	5%	23%	5%	5%
Fc1ccc(-n2nnc(-c3ccnc4ccccc34)n2)cc1	0.7%	30%	1%	2%	-1%	VEEV TC-83 Vero 10K pilot screen=1.9
Cc1cccc(N2CCN(C(=O)c3ccoc3C)CC2)c1C	7.0%	14%	-1%	-4%	6%
COc1c(/C=N/Nc2nc(N3CCCCC3)nc(N3CCCCC3)n2)cccc1[N+](=O)[O-]	3.0%	15%	4%	-24%	?
Cc1ccc(-c2csc(NC(=S)NC(=O)c3cc4ccccc4o3)n2)cc1	0.6%	-4%	-4%	5%	5%

3 compounds from above, ordered by molecular weight, rising:
SMILES	VEEV TC-83 Vero	M. tuberculosis	H1N1 NS1A inhibition	Salmonella PhoP GFP	M. tuberculosis HTS	others
Nn1c(Cc2ccccc2)nc2ccccc2c1=O	0.2%	11%	7%	2%	3%
c1ccc(CCCc2nc(-c3cccnc3)no2)cc1	i	52%	-5%	-3%	9%
O=S(=O)(c1ccc(F)cc1)N1CCN(CC(O)COc2ccccc2F)CC1 (centres undefined)	0.4%	5%	23%	5%	5%

Next part:
SMILES	VEEV TC-83 Vero	M. tuberculosis	H1N1 NS1A inhibition	Salmonella PhoP GFP	M. tuberculosis HTS	others
COc1cc(C(=O)NNC(=S)NC(=O)c2ccccc2C)cc(OC)c1OC	11%	30%	-4%	2%	7%
O=C(Oc1cccnc1)c1cc(S(=O)(=O)N2CCOCC2)ccc1Cl	0.7%	-16%	1%	-7%	-3%
Cc1ccc(OCC(=O)N/N=C\c2ccc(C)o2)c(C)c1	1.0%	6%	-23%	5%	-3%
CN(C)C(CNC(=O)C1CCN(S(=O)(=O)c2cc(Cl)ccc2Cl)CC1)Cc1ccccc1 (centres undefined)	5.9%	nt	-2%	nt	nt
Nc1nnc(-c2cccc(Cl)c2Cl)c(N)n1	0.1%	-4%	0%	65µM*	-10%
COC(=O)c1ccccc1NC(=O)CN(Cc1ccccc1)S(C)(=O)=O	0.2%	3%	-3%	-2%	-5%
COC(=O)c1ccc(NC(=O)c2ccc3c(c2)C(=O)N(C)C3=O)cc1	0.1%	12%	-7%	-11%	10%
O=[N+]([O-])c1ccc(N2CCN(Cc3cccc([N+](=O)[O-])c3)CC2)cc1	i	70%	20%	3%	20%
Cc1cc(C)c(S(=O)(=O)N2CCN(c3ccc([N+](=O)[O-])c(NCC4CCCO4)c3)CC2)c(C)c1 (centres undefined)	1.9%	14%	-2%	-4%	18%
COc1ccc(NS(=O)(=O)c2ccc(Br)s2)cc1OC	1.0%	-11%	-8%	0%	-10%
COc1ccc2cc(-c3cc(C(=O)O)c4ccccc4n3)ccc2c1	31%	14%	-39%	1%	7%
c1ccc(CSc2ccc(-c3cccs3)nn2)nc1	0.9%	47%	3%	37%	2%
Cc1ccc(S(=O)(=O)N2CCC(C(=O)N[C@@H](C)C(=O)NCc3ccco3)CC2)cc1	1.8%	4%	3%	2%	-3%
Cc1ccc(-c2nc(N3CCOCC3)s[n+]2-c2ccccc2)cc1	1.0%	12%	-4%	-2%	-9%
Cc1ccc(S(=O)(=O)Nc2ccccc2C(N)=O)cc1	i	-13%	-2%	-14%	-4%	VEEV TC-83 Vero 10K pilot screen=1.4
C/C(=N\N1CCCCC1)c1ccccc1O	0.4%	-16%	3%	-1%	3%
CN(C)S(=O)(=O)c1cccc(NC(=O)c2ccc(N3CCOCC3)c([N+](=O)[O-])c2)c1	10%	19%	3%	-5%	0%
COc1cc(C(CCN2CCCC2)c2c(OC)cc(OC)c3ccc(=O)oc23)cc(OC)c1OC (centres undefined)	0.2%	7%	6%	3%	2%
Cc1cc(OCC(=O)NCC(C)C)cc(C)c1Br	5.0%	62%	13%	-1%	-7%
CN1CCN(C(=O)C2=C[C@@H](c3csc4ccccc34)C[C@@H](OCc3ccc(CO)cc3)O2)CC1	6.2%	34%	-11%	-26%	61%
Nc1cc(=O)nc(SCC(=O)NC2CCCCC2)n1-c1ccccc1	i	6%	-2%	-5%	-6%	VEEV TC-83 Vero 10K pilot screen=0.2
CC(=O)OCCN(CCCn1c(-c2ccncc2)nc2ccccc21)c1nc(CN2CCCCC2)cs1	1.1%	17%	-2%	-3%	-3%
Cc1cccc(-c2noc(CCCC(=O)NC3CCCC3)n2)c1	0.8%	43%	-3%	9%	2%
Fc1ccccc1/C=N/Nc1nc2ccccc2o1	i	nt	-4%	-4%	4%
CC1=C(CCN2CCN(C3CCCC3)C(CCO)C2)C(C)(C)CCC1 (centres undefined)	1.1%	nt	-10%	7%	-3%

Compound activity deposited in PubChem BioAssay by Southern Research Specialized Biocontainment Screening Center.
